mcGAS lum: cyclic GMP-AMP synthase inhibitors, mouse, primary biochemical chemiluminescence; AID 1259399, 2018; inhibition, % at 12.5 µM; Q8C6L5; recombinant cGAS, Kinase-Glo ATP depletion luminescence; 160,000 compounds, 0.15% hits;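 further: 0% = negative control wells and 100% = reference inhibitor with no enzyme activity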
hcGAS inh: Primary biochemical luminescence assay for human cyclic GMP-AMP synthase inhibitors; Q8N884; recombinant h-cGAS, ATP depletion, Kinase-Glo luminescence; inhibition, % at 12.5 µM; 290,000 compounds, 0.081% hits; AID 1259398, 2018;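 further: 0% = vehicle reaction and 100% = reaction without DNA for no activity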
Target sequence (Q8N884 whole entry, looked up): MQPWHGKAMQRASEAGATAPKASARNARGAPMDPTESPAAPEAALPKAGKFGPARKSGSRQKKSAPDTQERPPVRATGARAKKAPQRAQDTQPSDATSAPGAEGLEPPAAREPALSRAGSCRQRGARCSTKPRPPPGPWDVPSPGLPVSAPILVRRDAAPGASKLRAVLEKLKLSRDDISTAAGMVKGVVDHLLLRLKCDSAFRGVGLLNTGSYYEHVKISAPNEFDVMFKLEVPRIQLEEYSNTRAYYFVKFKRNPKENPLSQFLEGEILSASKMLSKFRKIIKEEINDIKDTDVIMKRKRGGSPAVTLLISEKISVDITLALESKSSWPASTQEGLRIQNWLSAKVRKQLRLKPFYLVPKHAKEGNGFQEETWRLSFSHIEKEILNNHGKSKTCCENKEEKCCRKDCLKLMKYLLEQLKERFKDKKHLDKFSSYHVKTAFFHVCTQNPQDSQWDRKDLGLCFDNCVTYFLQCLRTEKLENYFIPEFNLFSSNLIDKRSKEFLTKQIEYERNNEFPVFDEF
NPYLR7 agonist: agonists of mosquito NPYLR7 receptor, primary screen, cell-based, Aedes aegypti, calcium fluorescence, mosquito biting behavior. 270,000 compounds, 0.15% hits. HEK293T NPYLR7/Galpha15, GCaMP6s calcium fluorescence. activation, % at 10 µM. Aedes aegypti neuropeptide Y-like receptor 7 (NPYLR7); in the data active means activation above about 40%;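 further: 0% = vehicle and 100% = reference agonist at the receptor; some compounds past the cut are filed as inactive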
Starred values were filed as active, the others as inactive; . = no result given; & = joins results of further samples. Unless noted, no stated cut-off is given here; in the data, active means inhibition above about 40%; inactive means the rest. Rows are unselected; any-hit rate near 0.29%.

SMILES | mcGAS lum | hcGAS inh | NPYLR7 agonist
CCCN1C(=O)NC(c2ccccc2)C2=C1CN(CN1CCCCC1)C2=O (stereo not drawn) | -18 | -8 | -3
CCCS(=O)(=O)N1CCCC1C(=O)O (stereo not drawn) | . | -5 | 5
COc1cn(C)c(C(=O)Nc2ccc(C)cc2)cc1=O | . | -11 | 0
COC(=O)C(C)Sc1nnc(-c2ccco2)n1-c1ccccc1C (stereo not drawn) | -4 | -4 | .
Cc1nc(SCC(=O)c2ccc(OC(F)F)cc2)n[nH]1 | . | -5 | -1
Cc1cc(C(=O)Nc2nccs2)c(C)s1 | . | 0 | 5
CC(=O)c1ccccc1-c1ccc2ccccc2n1 | . | -10 | 7
Cc1noc(C)c1C=Cc1ccc2ccccc2n1 | . | -8 | 2
COC(=O)c1cc(OCC2CCC2)cc(C(=O)N2CC[C@H](CO)[C@H](O)C2)c1 | . | -4 | -1
Cc1cc(OCC(=O)O)c(C)c2c1CC[C@@H]([C@H](C)C(=O)N1CCC(O)CC1)C2 | -8 | -6 | 0
Cc1cccc(CSc2nnc(C(Cc3ccccc3)NC(=O)COc3ccc(Cl)cc3)n2-c2ccc([N+](=O)[O-])cc2)c1 (stereo not drawn) | -4 | 1 | 15
O=C(c1cccs1)N(CCCn1ccnc1)c1nc2ccc(Cl)cc2s1 | -6 | -4 | -5
CCOc1nc(-c2ccco2)n(-c2ccc(NC(=O)c3cccc(F)c3)cc2)n1 | -10 | -3 | .
CNC(=O)NC(=O)CSc1nnc(-c2ccco2)n1C | . | -4 | -2
NC(=O)c1nc(-c2ccncc2)nc2c1[nH]c(=O)n2-c1ccc(Cl)c(Cl)c1 | . | 5 | -2
Cc1cc(Nc2ccccc2)nc(N2CCN(C(=O)c3cccc4ccccc34)CC2)n1 | . | 1 | 6
O=C(/C=C/c1cnc[nH]1)N(CC1CCN(C2Cc3ccccc3C2)CC1)CC1CCCO1 (stereo not drawn) | -10 | -8 | -1
COc1cccc(-c2[nH]ncc2C(=O)NCc2cccnc2-n2ccnc2)c1 | -8 | -1 | .
Cc1cc(C)nc(NNC(=O)CCC2CCCC2)n1 | . | -9 | 7
CC(=O)N1CCC(C(=O)NC(c2cccs2)c2ccccc2C)CC1 (stereo not drawn) | . | -5 | -3
C#CCOc1ccc2ccccc2c1Br | . | -12 | 4
O=[N+]([O-])c1ncn(C23CC4CC(CC(C4)C2)C3)n1 | . | 0 | -5
O=C(c1cccc(CSc2nc(Cl)cc(N3CCOCC3)n2)c1)N1CCC2(CC1)OCCO2 | -7 | -6 | 14
CC(O)CN1CCN(C(=O)C(C(C)C)N2CC(C)OC(C)C2)CC1 (stereo not drawn) | . | -10 | 3
O=S(=O)(CCNS(=O)(=O)c1cccs1)NCC1CCC1 | . | -2 | 9

19 entries from above, reformatted:
molecule,mcGAS lum,hcGAS inh,NPYLR7 agonist
CCCN1C(=O)NC(c2ccccc2)C2=C1CN(CN1CCCCC1)C2=O (stereo not drawn),-18,-8,-3
CCCS(=O)(=O)N1CCCC1C(=O)O (stereo not drawn),.,-5,5
COc1cn(C)c(C(=O)Nc2ccc(C)cc2)cc1=O,.,-11,0
COC(=O)C(C)Sc1nnc(-c2ccco2)n1-c1ccccc1C (stereo not drawn),-4,-4,.
Cc1nc(SCC(=O)c2ccc(OC(F)F)cc2)n[nH]1,.,-5,-1
Cc1cc(C(=O)Nc2nccs2)c(C)s1,.,0,5
CC(=O)c1ccccc1-c1ccc2ccccc2n1,.,-10,7
Cc1noc(C)c1C=Cc1ccc2ccccc2n1,.,-8,2
COC(=O)c1cc(OCC2CCC2)cc(C(=O)N2CC[C@H](CO)[C@H](O)C2)c1,.,-4,-1
Cc1cc(OCC(=O)O)c(C)c2c1CC[C@@H]([C@H](C)C(=O)N1CCC(O)CC1)C2,-8,-6,0
Cc1cccc(CSc2nnc(C(Cc3ccccc3)NC(=O)COc3ccc(Cl)cc3)n2-c2ccc([N+](=O)[O-])cc2)c1 (stereo not drawn),-4,1,15
O=C(c1cccs1)N(CCCn1ccnc1)c1nc2ccc(Cl)cc2s1,-6,-4,-5
CCOc1nc(-c2ccco2)n(-c2ccc(NC(=O)c3cccc(F)c3)cc2)n1,-10,-3,.
CNC(=O)NC(=O)CSc1nnc(-c2ccco2)n1C,.,-4,-2
NC(=O)c1nc(-c2ccncc2)nc2c1[nH]c(=O)n2-c1ccc(Cl)c(Cl)c1,.,5,-2
Cc1cc(Nc2ccccc2)nc(N2CCN(C(=O)c3cccc4ccccc34)CC2)n1,.,1,6
O=C(/C=C/c1cnc[nH]1)N(CC1CCN(C2Cc3ccccc3C2)CC1)CC1CCCO1 (stereo not drawn),-10,-8,-1
COc1cccc(-c2[nH]ncc2C(=O)NCc2cccnc2-n2ccnc2)c1,-8,-1,.
Cc1cc(C)nc(NNC(=O)CCC2CCCC2)n1,.,-9,7

New compounds follow.
SMILES | mcGAS lum | hcGAS inh | NPYLR7 agonist
O=C(CS(=O)(=O)Cc1cscn1)NCCC1CCCCC1 | . | -9 | 13
COc1ccc(OC)c(C2CC(c3ccc(C)c(C)c3)=NN2C(=O)CN2CCCCC2C)c1 (stereo not drawn) | . | -2 | -2
COc1ccc(C)cc1C(=O)Nc1ccc2c(c1)OCCCO2 | . | -7 | -1
CC(C)=CCC1(CO)CCCN(Cc2cnc(N3CCOCC3)nc2)C1 (stereo not drawn) | -7 | -13 | .
Cc1sc2nc(CSc3ccc4c(c3)OCCCO4)nc(N)c2c1C | -11 | -6 | 0
COCCNCc1csc(COc2ccccc2C(C)C)n1 | . | 2 | -8
O=C(c1cc(F)ccc1F)C1CCCN(C(=O)CN2C(=O)c3ccccc3C2=O)C1 (stereo not drawn) | . | -3 | 21
CC(C)CC(=O)N(Cc1nccn1Cc1cccc(C(F)(F)F)c1)CC1CC1 | -5 | -3 | 3
CN1CCN(C(CNC(=O)NC(C)(C)C)c2ccsc2)CC1 (stereo not drawn) | -1 | -2 | -9
Cn1c(=NN=C2C(=O)Nc3ccc(F)cc32)sc2ccccc21 | . | 8 | 1
CC(=O)N1CCc2cc(S(=O)(=O)Nc3ccc(C)c(Cl)c3)ccc21 | -6 | -6 | 2
Cc1ccc(-c2nc(C(=O)N(C)Cc3nnc4n3CCCCC4)cs2)o1 | . | -8 | -4
CCc1cc2c(=O)n(CC(O)COc3c(C)ccc(C)c3C)cnc2s1 (stereo not drawn) | . | -6 | 3
CCC(Oc1ccc2c(c1)CCCC2)C(=O)Nc1ccccc1-c1nn[nH]n1 (stereo not drawn) | -16 | -4 | 9
Cc1cccn2cc(COc3ccccc3C(=O)NC3CCCCCC3)nc12 | -5 | -3 | 4
CCn1cnnc1CNC(=O)c1cnccn1 | . | -5 | 0
O=C(Cc1cccnc1)N1CCC(c2cc(Cc3ccccc3)[nH]n2)CC1 | -11 | -5 | 6
Clc1ccc2nc(Nc3ccccc3Cl)nc(-c3ccccc3)c2c1 | -8 | -3 | -1
O=C(C(c1ccccc1)c1ccccc1)N(C1CC1)C1CCS(=O)(=O)C1 (stereo not drawn) | . | 0 | 24
CC(=O)NCc1ccc(-c2csc(NC(=O)c3csc4c3CCCC4)n2)o1 | . | -7 | 8
COCCN(Cc1ccccc1OS(C)(=O)=O)C(=O)c1ccco1 | -2 | -2 | -10
Cc1cccc(CN2C(=O)C3(c4ccccc42)N(c2ccc(F)c(Cl)c2)C(=O)CS3(=O)=O)c1 (stereo not drawn) | -8 | -1 | -3
CCC1CCC(NC(=O)C(C)n2cccn2)(C(=O)OC)CC1 (stereo not drawn) | . | -13 | 10
O=C1c2ccccc2C(=O)c2c1ccc(C(=O)NC1CCCCC1)c2[N+](=O)[O-] | -4 | -3 | 3
CC(C)c1ocnc1C(=O)N1CCC(NC2CCCC2)CC1 | -6 | -11 | 1
(more compounds)
SMILES | mcGAS lum | hcGAS inh | NPYLR7 agonist
O=c1[nH]c(CN2CCOCC2)nc2cc(C(F)(F)F)ccc12 | . | -10 | 4
COCCCN(CC(=O)N(Cc1cccn1Cc1ccccc1)C1CCCCC1)C(=O)c1ccc(C(F)(F)F)cc1 | -7 | -9 | -1
COC(=O)N1CCC(NC(=O)c2ccc(OC)cc2F)C1 (stereo not drawn) | -2 | -1&1 | -5&-7
COc1ccc(-c2nn(-c3ccccc3C)cc2CNCCN2CCOC2=O)cc1F | -9 | -6 | 0
O=S1(=O)N=C(Cc2cccs2)Nc2ccccc21 | . | 6 | 6
CC(C)N1CCn2nc(C(=O)N3CCCCC3CCN3CCOCC3)cc2C1 (stereo not drawn) | 4 | -2 | 3
COc1cn(CC(=O)Nc2ccc(C(F)(F)F)cc2)c(CSc2ncccn2)cc1=O | -9 | -9 | -5
Cc1ccc(C(=O)N2CCN(S(=O)(=O)c3ccc(Cl)c(C(F)(F)F)c3)CC2)o1 | -1 | 6 | 6
Cc1ccc(Oc2ncccc2CNC(=O)C2Cc3ccccc3C(=O)N2)cn1 (stereo not drawn) | -7 | -4 | -3
Cc1nn(C)c(C)c1C(C)NC(=O)c1ccc(OC2CCN(Cc3ccccn3)CC2)cc1 (stereo not drawn) | -3 | -8&-11 | 3&9
Cc1ccc(C2(C)NC(=O)CS2)cc1 (stereo not drawn) | . | 11 | -3
COC(=O)c1cc(NCC(=O)NC2CCC(C)CC2)c(F)cc1F (stereo not drawn) | . | -5 | 2
O=C(NCC(O)c1ccc2ccccc2c1)C1CCOC1 (stereo not drawn) | . | -6 | 0
COC(=O)C1=C(C)NC(=O)NC1c1cccc(I)c1 (stereo not drawn) | -6 | -10 | 0
Cc1cc(CNC(=O)C(C)n2cccn2)c2[nH]c(-c3ccccc3)c(C)c2c1 (stereo not drawn) | -14 | -6 | 8
COc1cccc(-c2nc(C(N)=O)c3[nH]c(=O)n(-c4cccc(Cl)c4)c3n2)c1OC | -5 | -2 | 4
CNC(=O)c1nnc2n1CCN(C(=O)CCc1ccccc1)C2 | . | -8 | 7
Cc1cc(C(=O)CSc2nnnn2C2CCCC2)c(C)n1C1CC1 | . | -7 | -1
COc1ccc(S(=O)(=O)N2CCC(Cc3ccccc3)CC2)cc1N1CCN(C(=O)CSc2ccccc2)CC1 | -6 | -5 | 4
COCCN(CC(=O)N(CCc1c[nH]c2ccccc12)Cc1ccc(F)cc1)C(=O)c1ccccc1C | -5 | -6 | 0
CC(C)c1nc(C#N)c(N/N=C\c2ccccc2)o1 | -6 | -6 | -9
CC(C)CC(=O)Nc1nnc(COc2ccccc2Cl)s1 | -6 | 14 | 2
Cc1c(C(=O)N2CCC(C(N)=O)CC2)cc(-c2ccc(Cl)cc2)n1-c1ccc(F)cc1F | 2 | 1 | .
Cc1occc1C(=O)N(C)C(Cc1ccccc1)C1CCN(C(=O)c2ccc3nccnc3c2)CC1 (stereo not drawn) | -12 | -9 | 12
Cc1cc(C(=O)N2CCCC(C(=O)c3ccc(-c4ccccc4)c(F)c3)C2)nc(C)n1 (stereo not drawn) | -15 | -3 | 3
Following part
SMILES | mcGAS lum | hcGAS inh | NPYLR7 agonist
CC(C)NC(=O)NC(=O)COC(=O)C1CC1 | . | -5 | 0
O=C1c2ccccc2C(=O)c2c1ccc1c(=O)n(Cc3ccccc3)[nH]c21 | -6 | -3 | 3
NC1CCC(C2CC(=O)Nc3n[nH]c(-c4cccs4)c32)CC1 (stereo not drawn) | -2 | -1 | -5
CCCSc1ncccc1C(=O)NCc1ccc(OC)cc1OC | -3 | -4 | 2
CCN(CC)C(=O)C1CCCN1C(=O)CCc1ccc(F)cc1 (stereo not drawn) | . | 2 | 2
COCc1nn2c(nnc3c(=O)n(CCc4cccs4)ccc32)c1-c1ccccc1 | . | -3 | 20
COc1cc(CN(C)Cc2cccc3ncccc23)cc(F)c1O | 0 | -2 | -8

One compound at a time, from the list above.
`O=C(c1cccs1)N(CCCn1ccnc1)c1nc2ccc(Cl)cc2s1` in the list: mcGAS lum = -6; hcGAS inh = -4; NPYLR7 agonist = -5
`Cc1ccc(Oc2ncccc2CNC(=O)C2Cc3ccccc3C(=O)N2)cn1` (stereo not drawn) in the list: mcGAS lum = -7; hcGAS inh = -4; NPYLR7 agonist = -3

Screening data from PubChem.
